From PubChem BioAssay
PTPN22 inh 2 = blocks human PTPN22 phosphatase activity. 96,000 tested, 0.21% active. inhibition, % at 2 µM. recombinant LYP catalytic domain, DiFMUP fluorescence. Q9Y2R2;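 active = inhibition at 2 µM at or above a set limit, the screen mean plus 3 SD, cut at about 24% in these data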;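 also: 0% = DMSO with enzyme and 100% = enzyme fully blocked by orthovanadate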
S1P2 ag = agonists of human S1P2 receptor; 97,000 tested, 0.46% active; activation, % at 4.5 µM; S1P2-expressing cell line, agonist reporter read-out; AID 729; in the data active = activation above about 16%;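 also: 0% = vehicle low control and 100% = maximal reference agonist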
PostGolgi yeast = growth inhibition of a yeast mutant, post-Golgi transport screen; AID 739; 98,000 tested, 0.9% active; post-Golgi transport phenotypic cell assay; inhibition, % at 10 µM;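 also: yeast cells grown in 1536-well plates; yeast grown about 18 h at 30C before absorbance read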
Rev-RRE block = HIV Rev-RRE protein-RNA interaction inhibition; Rev peptide-RRE RNA binding, FRET; inhibition, % at 8 µM; 97,000 tested, 0.79% active;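 active = inhibition above the screen-wide mean plus 3 SD, cut at about 35% in these data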;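 also: 0% = median DMSO wells and 100% = median Neomycin B control wells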
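Assay system: Labelled RRE RNA duplex and labelled Rev peptide | Times: 5 min preincubation and 15 min binding, 25 °C | Detection: FRET, ex 480 nm, em 540 and 671 nm | Evaluation: % inhibition of FRET ratio versus controls | Benchmarks: DMSO wells as 0% and neomycin B wells as 100% inhibition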
EphB4 ephrin blk = antagonists of human EphB4-ephrin-B2 interaction | inhibition, % at 7 µM | AID 720 | EphB4 LBD / TNYL-RAW-Alexa532 peptide, fluorescence polarization | 97,000 tested, 0.15% active | P54760;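 active = inhibition above the screen-wide mean inhibition plus 3 SD, cut at about 15% in these data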;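 also: 0% = DMSO wells and 100% = excess unlabeled TNYL-RAW peptide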
Target sequence (P54760 whole entry, looked up, the tested form may be a part): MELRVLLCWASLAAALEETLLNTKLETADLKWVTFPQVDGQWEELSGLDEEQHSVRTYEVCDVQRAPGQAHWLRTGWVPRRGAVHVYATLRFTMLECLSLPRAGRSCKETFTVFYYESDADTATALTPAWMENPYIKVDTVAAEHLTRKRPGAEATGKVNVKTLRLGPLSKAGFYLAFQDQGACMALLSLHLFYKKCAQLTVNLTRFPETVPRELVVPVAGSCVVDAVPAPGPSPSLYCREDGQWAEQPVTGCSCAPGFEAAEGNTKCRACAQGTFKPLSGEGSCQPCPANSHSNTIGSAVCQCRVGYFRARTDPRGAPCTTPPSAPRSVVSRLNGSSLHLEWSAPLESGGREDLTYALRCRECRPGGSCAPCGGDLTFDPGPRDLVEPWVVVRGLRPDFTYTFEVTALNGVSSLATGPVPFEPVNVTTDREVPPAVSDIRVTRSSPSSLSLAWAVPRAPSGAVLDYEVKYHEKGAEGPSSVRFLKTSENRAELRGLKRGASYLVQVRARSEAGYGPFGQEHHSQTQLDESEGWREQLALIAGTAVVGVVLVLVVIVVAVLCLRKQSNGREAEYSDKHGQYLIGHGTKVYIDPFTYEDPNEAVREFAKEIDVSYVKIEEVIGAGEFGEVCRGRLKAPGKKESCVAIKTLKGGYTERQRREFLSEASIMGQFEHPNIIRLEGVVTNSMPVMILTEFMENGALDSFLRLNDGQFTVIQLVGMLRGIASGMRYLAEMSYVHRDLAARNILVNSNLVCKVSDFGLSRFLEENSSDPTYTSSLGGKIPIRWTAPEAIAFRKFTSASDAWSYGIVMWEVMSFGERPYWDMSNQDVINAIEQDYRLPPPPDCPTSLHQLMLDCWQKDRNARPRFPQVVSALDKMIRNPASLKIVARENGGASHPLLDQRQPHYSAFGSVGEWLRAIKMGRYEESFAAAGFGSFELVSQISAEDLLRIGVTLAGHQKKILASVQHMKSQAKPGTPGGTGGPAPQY
S1P2 antag = antagonists of human S1P2 receptor; O95136; cell-based S1P2 antagonist assay, inhibition at 5 uM; inhibition, % at 5 µM; 97,000 tested, 0.21% active; AID 736; in the data active = inhibition above about 45%;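 also: CRE beta-lactamase reporter cells expressing human S1P2 stimulated with S1P; 0% = agonist at EC80 alone and 100% = agonist plus reference antagonist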
LYP act = increases human PTPN22 phosphatase activity; Q9Y2R2; recombinant LYP, DiFMUP fluorescence; 0 = plate median, 100 = signal doubled; activation, % at 2 µM; 96,000 tested, 0.11% active;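 active = activation at 2 µM above a set limit, the mean plus 5 SD, cut at about 37% in these data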
PostGolgi ctrl = yeast control strain growth, post-Golgi counter-screen | efflux-deficient yeast background strain, growth absorbance A615, 16 h | inhibition, % at 10 µM | 98,000 tested, 5% active | AID 738
FAK blocker = FAK (human) kinase inhibition | Q05397 | biochemical FAK kinase activity assay | inhibition, %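 (tested at 7 µM)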 | 97,000 tested, 0.84% active; in the data active = inhibition above about 19%;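 also: 0% = DMSO and 100% = reference compound high control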
* hit, by the source's call; . = no result given. Rule as the data show it, unless noted: active = inhibition above about 30%; inactive = the rest. Compounds were not picked by outcome; any-hit rate near 7%.

#1 CC(C)(C)NC(=O)C(c1cccs1)N(CC1CCCO1)C(=O)Cn1nnc(-c2cccs2)n1 (stereo not drawn)
#2 CCOC(=O)N1CCN(Cc2ccccc2F)CC1
#3 COc1nc(N/N=C/c2cc3c(cc2Br)OCO3)nc(N2CCOCC2)n1
#4 O=C(CCNc1ccccc1)c1ccc2c(c1)OCO2
#5 O=C(NCc1ccco1)C(C(=O)c1ccccc1)n1ccccc1=O (stereo not drawn)
#6 CC(=O)N(C)c1ccc(NC(=O)c2ccco2)cc1
#7 O=C(Nc1cccnc1)c1ccc(COCC(F)(F)F)cc1
#8 O=C(O)COc1ccc2c(-c3ccccc3)cc(=O)oc2c1
#9 CN(C)S(=O)(=O)c1ccc(-c2cn3ccccc3n2)cc1
#10 COC(=O)CN1C(=O)C(O)(CC(=O)c2ccc(Br)cc2)c2ccccc21 (stereo not drawn)

entry no.	1	2	3	4	5	6	7	8	9	10
PTPN22 inh 2	-4	-8	10	-20	-6	-10	-2	-4	-14	-4
S1P2 ag	-1	-3	-11	-5	-1	-1	-1	-12	-2	-3
PostGolgi yeast	-2	3	8	-8	-6	2	0	.	1	2
Rev-RRE block	6	-3	5	8	10	3	0	6	1	5
EphB4 ephrin blk	-12	-4	-4	-2	8	2	7	0	-4	4
S1P2 antag	-10	-10	-22	3	13	-1	9	3	-1	14
LYP act	3	5	-5	20	4	8	-3	1	15	1
PostGolgi ctrl	11	3	17	4	2	2	1	.	8	1
FAK blocker	-3	-1	-1	0	4	2	1	-1	5	-4

#11 CCc1nnc(NC(=O)CCC(=O)O)s1
#12 COc1ccc(C(=O)NCCn2cc(SCC(=O)N3CCOCC3)c3ccccc32)cc1
#13 CCn1c(-c2cc(Br)cc(OC)c2O)nc2cc(S(=O)(=O)N(C)C)ccc21
#14 COc1cccc(-c2nc(N3CCC(C)CC3)c3ccccc3n2)c1O
#15 O=C(NCCCN1CCN(c2ccccc2)CC1)Nc1ccccc1C(F)(F)F
#16 CCCn1c(NCc2ccc(C)o2)nc2ccccc21
#17 Cc1ccc(-c2nc(CS(=O)CC(=O)NCCCN3CC(C)CC(C)C3)c(C)o2)cc1 (stereo not drawn)
#18 CCOc1nc(N2CCCCC2)nc(-n2cc(-c3ccccc3)nn2)n1
#19 COc1c(F)c(F)c(-c2csc(N)n2)c(F)c1F
#20 CCCSC(=S)NC1CCS(=O)(=O)C1 (stereo not drawn)

entry no.	11	12	13	14	15	16	17	18	19	20
PTPN22 inh 2	-9	1	7	8	1	-6	.	-5	7	1
S1P2 ag	-6	-3	-2	0	-3	-10	-1	3	-8	-14
PostGolgi yeast	-3	19	-2	0	-6	0	5	11	.	-4
Rev-RRE block	0	3	6	-4	3	2	5	-1	5	9
EphB4 ephrin blk	1	7	2	-3	-1	-7	-1	0	-15	-6
S1P2 antag	2	0	18	-35	-14	1	6	-5	17	16
LYP act	7	-2	-6	-9	1	4	.	2	-3	4
PostGolgi ctrl	11	-1	1	72*	8	-1	4	2	.	-2
FAK blocker	2	1	9	6	0	-5	-2	-5	-2	-2

Part of the list above in another layout:
11) CCc1nnc(NC(=O)CCC(=O)O)s1
  PTPN22 inh 2 = -9; S1P2 ag = -6; PostGolgi yeast = -3; Rev-RRE block = 0; EphB4 ephrin blk = 1; S1P2 antag = 2; LYP act = 7; PostGolgi ctrl = 11; FAK blocker = 2
12) COc1ccc(C(=O)NCCn2cc(SCC(=O)N3CCOCC3)c3ccccc32)cc1
  PTPN22 inh 2 = 1; S1P2 ag = -3; PostGolgi yeast = 19; Rev-RRE block = 3; EphB4 ephrin blk = 7; S1P2 antag = 0; LYP act = -2; PostGolgi ctrl = -1; FAK blocker = 1

Carrying on.
#21 OCCN(CCO)c1ncnc2c1sc1nc(N3CCOCC3)c3c(c12)CCCC3
#22 CCOc1ccc(OCCSc2nc3ccccc3c(=O)[nH]2)cc1
#23 O=[N+]([O-])c1cc(S(=O)(=O)C(F)(F)F)ccc1Sc1nc2ccccc2[nH]1
#24 CN(C)c1oc(-c2ccco2)nc1C#N
#25 COc1ccc(C(=S)Nc2ccc(N(C)C)cc2)cc1
#26 CCn1c(=O)c(C(=O)CN(C)Cc2cccc(OC)c2OC)c(N)n(Cc2ccccc2)c1=O
#27 CCOC(=O)c1cn2nc(-c3ccc(OCC)cc3)cc2nc1C1CCN(C(=O)OC(C)(C)C)CC1
#28 COc1cc(-c2ccc(NC(=O)CN3CCCCC3)c(OC)c2)ccc1NC(=O)CN1CCCCC1
#29 CCN(CC)S(=O)(=O)c1cccc(-c2nnc(SCc3nnc(-c4cccs4)o3)n2N)c1
#30 O=C(CCc1ccccc1)Nc1ccncc1

entry no.	21	22	23	24	25	26	27	28	29	30
PTPN22 inh 2	-5	7	0	2	1	-11	0	-6	-17	-2
S1P2 ag	23*	-2	-5	-5	-9	-6	-6	-2	-8	-13
PostGolgi yeast	-9	-4	27	-3	-2	1	22	.	-14	22
Rev-RRE block	2	9	2	4	7	-2	18	17	-3	7
EphB4 ephrin blk	0	-7	-6	-1	1	3	2	11	-9	-1
S1P2 antag	-51	1	13	-1	12	-13	2	-15	-2	1
LYP act	4	-6	3	-5	2	10	-1	6	14	6
PostGolgi ctrl	4	0	70*	11	-11	1	3	.	6	-2
FAK blocker	-1	-1	4	0	0	0	0	0	1	0

#31 COc1ccc(N2CCN(CCCNS(=O)(=O)c3ccc4c(c3)oc(=O)n4C)CC2)cc1
#32 COc1cc(/C=C/C(=O)N(C)c2ccccc2C(=O)O)cc(OC)c1OC
#33 COc1ccc(OC)c(C(c2nnnn2Cc2ccccc2)N2CCC(C(N)=O)CC2)c1 (stereo not drawn)
#34 S=c1nc(-c2ccco2)[nH][nH]1
#35 C/C(=N\NC(=O)Cc1ccccc1)c1cccs1
#36 COc1cc2c(C(=O)N3CCN(c4cccc(Cl)c4)CC3)cn(C)c(=O)c2cc1OC
#37 O=C(CN1C(=O)CSC1=O)Nc1ccc(C(=O)O)cc1
#38 COC(=O)C(C)N(C#N)c1nc(C)cc(C)n1 (stereo not drawn)
#39 Cc1cc(C)c(C#N)c(SCc2nc3ccccc3[nH]2)n1
#40 N#Cc1nc(COc2cccc(Cl)c2)oc1NCc1ccncc1

entry no.	31	32	33	34	35	36	37	38	39	40
PTPN22 inh 2	-1	-2	-14	-13	0	7	0	0	9	-6
S1P2 ag	-9	-7	-1	-7	-2	-3	-5	0	4	-2
PostGolgi yeast	-7	2	9	25	-2	18	-4	0	5	0
Rev-RRE block	3	4	5	4	-2	2	1	3	-1	3
EphB4 ephrin blk	0	-6	2	2	-7	3	-13	-3	-1	-1
S1P2 antag	-5	14	10	-12	-8	-40	-9	-13	-18	-8
LYP act	-1	5	12	12	3	-8	-2	3	-10	6
PostGolgi ctrl	32*	-4	26	5	6	-3	-3	0	-5	-6
FAK blocker	2	-1	4	3	-7	0	0	-5	1	0

#41 Cc1ccc(NC(=O)c2ccc(S(=O)(=O)N3CCCC3)cc2)cc1
#42 CCOc1ccc(C(=O)NC(=S)Nc2ccc(N3CCC(C)CC3)cc2)cc1[N+](=O)[O-]
#43 CCC(C)C(NC(=O)C(N)CC(C)C)C(=O)NC(CCC(=O)OCc1ccccc1)C(N)=O (stereo not drawn)
#44 COc1ccc(Cl)cc1NC(=O)COC(=O)/C=C/c1c(C)nn(C2CCS(=O)(=O)C2)c1Cl (stereo not drawn)
#45 COc1cc(/C=C(\C#N)c2[nH]nc(N)c2C#N)cc(OC)c1O
#46 O=C(Nc1ccccc1)N1CCN(c2cccc(C(F)(F)F)c2)CC1
#47 Cc1nnc(SC(C)C(=O)Nc2ccc(S(=O)(=O)N3CCCCC3)cc2)s1 (stereo not drawn)
#48 C#CCn1c(S(=O)(=O)Cc2ccc(C)cc2)nc(-c2ccccc2)c1-c1ccccc1
#49 Cc1ccc(NC(=O)C(=O)NC2CCCCC2)cc1
#50 O=C(/C=C/c1ccccc1)c1ccccn1

entry no.	41	42	43	44	45	46	47	48	49	50
PTPN22 inh 2	-9	.	0	-15	6	-18	-4	10	-5	-3
S1P2 ag	-5	-3	-4	-7	-4	-4	-5	-4	-9	-4
PostGolgi yeast	.	.	4	2	3	-5	5	2	-3	2
Rev-RRE block	7	0	-1	2	22	15	16	7	6	11
EphB4 ephrin blk	8	-1	-1	5	4	-1	-8	3	12	3
S1P2 antag	-8	5	-1	-3	-12	11	-5	-10	-9	17
LYP act	8	.	3	19	-5	18	4	-7	7	6
PostGolgi ctrl	.	.	11	21	11	4	8	8	-8	16
FAK blocker	0	7	2	5	4	0	0	-1	-1	1

#51 O=C(Oc1ccc(=O)n(-c2ccccc2)n1)c1ccccc1
#52 CCCCNC(=O)C1(c2ccc(OC)cc2)CCOCC1
#53 CCCS(=O)(=O)N1CCN(CC2CC3C=CC2C3)CC1 (stereo not drawn)
#54 Cc1ccc(S(=O)(=O)NCCSc2nnc(N)s2)cc1
#55 CN(C)C(=O)N1CCCC(C(=O)NCCc2ccccc2)C1 (stereo not drawn)
#56 COc1cc(C2C=C(C34CC5CC(CC(C5)C3)C4)NC(=S)N2)cc(OC)c1OC (stereo not drawn)

entry no.	51	52	53	54	55	56
PTPN22 inh 2	5	6	-2	-5	5	-3
S1P2 ag	-3	-3	-4	-4	-2	-2
PostGolgi yeast	-6	.	-4	14	-1	0
Rev-RRE block	0	1	4	6	7	-4
EphB4 ephrin blk	0	-4	-7	2	6	-2
S1P2 antag	-4	-7	-20	1	-8	-18
LYP act	-2	-6	1	5	-8	1
PostGolgi ctrl	-1	.	2	0	1	2
FAK blocker	-2	1	-2	-1	2	2

Pulled by structure from above (4):
#53 CCCS(=O)(=O)N1CCN(CC2CC3C=CC2C3)CC1 (stereo not drawn)
#56 COc1cc(C2C=C(C34CC5CC(CC(C5)C3)C4)NC(=S)N2)cc(OC)c1OC (stereo not drawn)
#52 CCCCNC(=O)C1(c2ccc(OC)cc2)CCOCC1
#55 CN(C)C(=O)N1CCCC(C(=O)NCCc2ccccc2)C1 (stereo not drawn)

entry no.	53	56	52	55
PTPN22 inh 2	-2	-3	6	5
S1P2 ag	-4	-2	-3	-2
PostGolgi yeast	-4	0	.	-1
Rev-RRE block	4	-4	1	7
EphB4 ephrin blk	-7	-2	-4	6
S1P2 antag	-20	-18	-7	-8
LYP act	1	1	-6	-8
PostGolgi ctrl	2	2	.	1
FAK blocker	-2	2	1	2
